Vif-APOBEC3G blk: qHTS for Inhibitors of Vif-A3G Interactions: qHTS; HeLa A3G-eYFP + Vif (tagged APOBEC3G with the HIV-1 protein that degrades it), YFP fluorescence, overnight; Potency, µM (titrated, usually from 46.1 µM), for inactives: at the top dose activity, negative = active, hits mostly inhibitors; 0.076% of 410,000 active; AID 602310, 2012;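 also: potency is read from the fitted curve at half-maximal effect; % is scaled to controls: 0 for no effect and ±100 for the full control effect; nearly all actives have a fitted effect of over 60% in size; hits raise eYFP signal because A3G escapes Vif-driven loss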
Target sequence (Q9HC16 whole entry, looked up): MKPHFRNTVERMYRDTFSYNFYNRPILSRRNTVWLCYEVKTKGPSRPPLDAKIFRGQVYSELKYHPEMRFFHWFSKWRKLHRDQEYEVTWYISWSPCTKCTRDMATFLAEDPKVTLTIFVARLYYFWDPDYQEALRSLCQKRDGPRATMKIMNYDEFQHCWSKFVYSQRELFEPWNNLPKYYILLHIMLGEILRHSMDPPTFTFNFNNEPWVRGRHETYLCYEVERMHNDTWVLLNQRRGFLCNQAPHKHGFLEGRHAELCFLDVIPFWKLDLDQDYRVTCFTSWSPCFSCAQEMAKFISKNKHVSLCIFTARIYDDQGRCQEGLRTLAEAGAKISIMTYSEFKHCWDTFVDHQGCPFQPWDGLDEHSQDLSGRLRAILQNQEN
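Read-out is eYFP fluorescence (Ex 488/Em 500-530) from Vif-expressing HeLa A3G-eYFP cells; more signal means A3G escaped Vif-mediated degradation. Cells plated overnight, compound pinned in, incubated overnight at 37 deg C.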
RGS4 inhibitor: Inhibitors of Regulator of G Protein Signaling (RGS) 4: qHTS; Potency, µM (titrated, usually from 114 µM), for the others: at the top dose activity change, negative = inhibition, hits mostly inhibitors; Transcreener GDP fluorescence polarization, RGS4-accelerated GTP hydrolysis; 0.039% of 390,000 active; Regulator of G-protein signaling 4 (Homo sapiens), P49798; AID 504845, 2011; also: potency is read from the fitted curve at half-maximal effect; % is scaled to controls: 0 for no effect and ±100 for the full control effect; nearly all actives have a fitted effect of over 75% in size; some results filed as inactive show a strong effect at the top dose
Target sequence (P49798 whole entry, looked up): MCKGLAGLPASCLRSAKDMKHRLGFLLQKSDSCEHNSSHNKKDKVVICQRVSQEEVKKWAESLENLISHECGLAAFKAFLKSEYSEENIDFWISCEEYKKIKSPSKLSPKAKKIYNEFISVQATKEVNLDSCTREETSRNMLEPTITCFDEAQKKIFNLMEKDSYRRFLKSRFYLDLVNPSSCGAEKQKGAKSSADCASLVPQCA
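MLSMR compounds (23 nl, pin-transferred) preincubated 10 min at room temperature with a 500nM (2x) first reagent, then RGS4 at 900nM (2x) plus Transcreener GDP mix added; fluorescence polarization (620/688 nm) read before and after 90 min at 30 °C.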
D2 ag: HTS Assay for Allosteric Agonists of the Human D2 Dopamine Receptor: Primary Screen for Agonists. HEK293 T-REx D2 cells, calcium flux agonist mode. D(2) dopamine receptor (Homo sapiens), P14416. 0.53% of 340,000 active. activation, % at 2 µM;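 active = activation over 3 SD above normal in the single-dose calcium agonist read, cut at about 30% in these data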; also: 0% is about no effect
Target sequence (P14416 whole entry, looked up): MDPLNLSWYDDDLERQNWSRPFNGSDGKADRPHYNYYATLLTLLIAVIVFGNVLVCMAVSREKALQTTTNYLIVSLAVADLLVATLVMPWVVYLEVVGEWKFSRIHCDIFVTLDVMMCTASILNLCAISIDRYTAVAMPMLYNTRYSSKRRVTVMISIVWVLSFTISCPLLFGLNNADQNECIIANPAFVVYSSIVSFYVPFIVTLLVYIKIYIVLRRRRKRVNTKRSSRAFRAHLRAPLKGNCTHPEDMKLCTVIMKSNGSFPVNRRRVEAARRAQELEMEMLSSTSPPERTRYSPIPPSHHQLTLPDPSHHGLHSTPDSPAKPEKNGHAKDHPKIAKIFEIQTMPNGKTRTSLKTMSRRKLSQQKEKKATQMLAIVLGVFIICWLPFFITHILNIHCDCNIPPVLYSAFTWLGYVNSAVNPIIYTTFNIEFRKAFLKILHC
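Calcium-flux readout, 1 cycle/sec over 180 s following compound pin transfer, in inducible HEK293 Trex D2 cells (force-coupled); dopamine controls included. Positive calcium responses during this window marked compounds as potential agonists.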
ERG Ets-DNA blk: qHTS for Small Molecule Inhibitors of the ERG Ets/DNA interaction; 0.028% of 370,000 active; AID 624246, 2012; Transcriptional regulator ERG (Homo sapiens), P11308; Potency, µM (top dose mostly 76.9 µM), inactives show top-dose FP activity, negative = inhibition, hits mostly inhibitors; fluorescence polarization, His-ERG Ets domain / labelled DNA; active = well fitted inhibition curve with a large enough effect in the polarisation, with a control signal flat; inconclusive = small, poorly fitted or top-dose-only effect, or effect the other way, or a change in a side signal; inactive = no such curve, though single readings can be large or run the other way; the % refers to the polarisation;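 also: polarization taken with two DNA probes labelled with fluorescein and Texas red; potency is read from the fitted curve at half-maximal effect; % of control where 0% means no effect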
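His-tagged ERG Ets domain (1 uM in the protein solution; 300mM KCl, 50mM Tris-HCl, 1mM EDTA, 1mM DTT, pH 7.5) received compound, then a probe mix of 5 nM fluorescein-DNA and 100nM Texas-615-DNA. Fluorescence polarization was read for both dyes.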
LDHA block: qHTS assay for inhibitors of human lactate dehydrogenase; AID 1347041, 2019; activity change, % (values are at about 110 or 230 µM); purified LDHA, NADH/diaphorase-resazurin fluorescence; stronger effect = lower value; 0.15% of 480,000 active; in the data active = activity change below about -30%; inconclusive = mostly about -25% to -30%;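 also: plate controls were DMSO wells for no effect and wells without enzyme for full effect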
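Remaining NADH was detected by diaphorase (0.133 mg/mL) converting 37 µM resazurin to fluorescent resorufin, read at 0 and 20 minutes. The preceding 5-minute room-temperature reaction used 2 nM LDHA, 0.2 mM sodium pyruvate and 0.06 mM NADH at pH 7.4.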
D2 antagonist: HTS Assay for Allosteric Antagonists of the Human D2 Dopamine Receptor: Primary Screen for Antagonists | HEK293 TREx D2 cells, calcium flux, dopamine EC80 | 2% of 340,000 active | D(2) dopamine receptor (Homo sapiens), P14416 | inhibition, % at 10 µM; in the data active = inhibition above about 30%; also: 0% is about no effect
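Measurement of antagonist activity uses fluorescent calcium dye in inducible HEK293 T-REx D2 cells: 10 s baseline, compound addition with 180 s read, EC80 dopamine addition with a further 180 s read.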
Glioma ERSR ind: qHTS for Inducers of the Endoplasmic Reticulum Stress Response (ERSR) in Human Glioma: qHTS | AID 602332, 2012 | Potency, µM, without a hit: at the top dose activation, most hits filed as activators | 0.02% of 420,000 active | U87-MG GRP78 promoter luciferase reporter, 16 h; also: potency is read from the fitted curve at half-maximal effect; series mostly up to about 76 µM; % of control where 0% means no effect; nearly all actives have a fitted effect of over 35% in size
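ERSR induction read as luciferase luminescence (Bright-Glo, 10 min at room temperature) in stably transfected human U87-MG glioma cells exposed to compounds for 16 h, using GRP78 as sensor.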
Vif-A3F inh: qHTS for Inhibitors of Vif-A3F Interactions: qHTS; HeLa A3F-eYFP + Vif (tagged APOBEC3F with the HIV-1 protein that degrades it), YFP fluorescence increase; 0.2% of 390,000 active; Potency, µM (highest dose often 46.1 µM), for the others: at the highest dose activity, negative = active; also: potency is read from the fitted curve at half-maximal effect; % of control where 0% means no effect; nearly all actives have a fitted effect of over 65% in size
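HeLa cells stably expressing Vif plus C-terminally eYFP-tagged A3F were seeded, incubated overnight at 37 deg C, dosed with compound, incubated overnight again at 37 deg C. Yellow fluorescence (Ex 488/Em 500-530) reported blocked Vif-mediated A3F-eYFP degradation.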
ALOX12 inh: Primary qHTS assay for inhibitors of human arachidonate 12S-lipoxygenase (ALOX12): Round 2; AID 1671190, 2021; purified 12hLO, xylenol orange hydroperoxide absorbance; Polyunsaturated fatty acid lipoxygenase ALOX12 (Homo sapiens), P18054; 1.1% of 580,000 active; Potency, µM (highest dose often 108 µM), for inactives: at the top dose activity change, negative = inhibition, most hits filed as inhibitors; also: potency is read from the fitted curve at half-maximal effect; % is scaled to controls: 0 for no effect and ±100 for the full control effect
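Purified human 12hLO at 150 nM in 25 mM Hepes, 0.01% Triton X-100, pH 7.0, preincubated 15 min at room temperature with compound. Reaction started with 40 uM arachidonic acid, 30 min at room temperature. Hydroperoxide measured by Fe-xylenol orange, 573/405 nm absorbance ratio.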
Numbers without * were called inactive; ? = inconclusive; . = no result given; & = joins results of further samples; [ ] = another dose, or the depositor's remark. Unless noted, calls follow the shape of the dose curve; as a rule, active = well fitted curve in the direction sought with a large enough effect; inconclusive = small, poorly fitted or top-dose-only effect, or another doubt; inactive = no such curve, though single readings can be large; an effect the other way counts as inactive or inconclusive.

SMILES | Vif-APOBEC3G blk | RGS4 inhibitor | D2 ag | ERG Ets-DNA blk | LDHA block | D2 antagonist | Glioma ERSR ind | Vif-A3F inh | ALOX12 inh
CCOc1ncccc1C(=O)N(CCC(C)C)c1c(N)n(Cc2ccccc2)c(=O)[nH]c1=O | -7% | 26% | . | 5% | -9&-3 | . | 1% | -13% | ?
CCOC(=O)N1CCN(Cc2nc3cc([N+](=O)[O-])ccc3n2CC)CC1 | 0% | 20% | -1.1 | 9% | 0 | 37* | 13% | 1% | 0%
Cc1cc(NC(=O)CSc2nc(-c3ccccc3)c(C#N)c(=O)[nH]2)no1 | 0% | -14% | 0.2 | -6% | -2 | 5 | -2% | 0% | ?
CCc1ccc(C2=NN(c3ccc(S(N)(=O)=O)cc3)C(c3ccc(F)cc3)C2)cc1 (stereo not drawn) | -2% | -11% | 0.6 | -30% | -4 | -21 | -12% | 2% | -20%
COc1ccccc1CNC(=O)COC(=O)C1CC1 | 1% | 7% | -0.7 | 1% | -4 | -13 | 0% | 0% | 24%
CC1(C)Cc2ccccc2C(c2cc3ccccc3oc2=O)=N1 | -9% | -2% | . | -4% | -2 | . | -5% | . | 0%
O=C(CN(Cc1ccccc1)C(=O)c1csnn1)NCCc1ccccc1 | -4% | 12% | 2.8 | -4% | -10 | 0 | 6% | 3% | -22%
Cc1ccc(S(=O)(=O)N2CCC(=O)N(C(COCc3ccc(Cl)c(Cl)c3)Cc3ccccc3)CC2)cc1 (stereo not drawn) | 4% | 27% | 1.9 | 0% | -9 | -19 | -4% | -1% | .
Cc1ccc2c(c1)cc(C(=O)Nc1ccccc1C)n2C | . | 9% | . | 0% | ? | . | . | . | -22%&-7%
Cc1cccc(C(C)C)c1NC(=O)CN1C(=O)NC2(CCc3ccccc32)C1=O (stereo not drawn) | 1% | -33% | -0.2 | 7% | 0 | -1 | -4% | -7% | ?
CCCn1nnc(NC(=S)NC(=O)/C=C/c2ccc(Cl)cc2)n1 | -9% | -24% | -0.3 | -11% | -8 | 7 | 0% | 12% | ?
Cc1occc1C(=O)Nc1ccccc1C#N | -1% | -5% | . | -3% | -2 | . | 0% | 2% | 7%
Clc1cccc(Cl)c1COc1ccccn1 | 4% | 9% | 0.8 | 9% | -6 | -9 | -1% | 2% | -6%
COC(=O)c1cc(S(=O)(=O)Nc2nn(C)c3cccc(F)c23)oc1C | 1% | -10% | . | -4% | -7 | . | -1% | 0% | 7%
CCc1ccc(OCC(=O)NNC(=O)c2ccc(NC(=O)C3CC3)cc2)cc1 | 0% | -13% | -0.2 | -2% | -20 | 31* | -4% | ? | .
COc1ccccc1Nc1nc(C)nc2c1oc1ccccc12 | 0% | ? | -0.4 | 4% | -1 | -5 | -6% | -4% | ?
COc1ccc(-c2nc3ccccc3o2)cc1OC | -3% | -38% | 0.4 | 2% | -2 | 5 | 4% | 1% | ?
C/C(Cl)=C\Cn1c(O)c(N=O)c2ccccc21 | 1% | 2% | 2.7 | 1% | -6 | -36 | 1% | 0% | -21%
COc1ccc(CN2CCCC(C(=O)c3ccc(SC)cc3)C2)cc1Cn1cccn1 (stereo not drawn) | 1% | 10% | 0.6 | 1% | -9 | 33* | -6% | -6% | 0%
CCOc1cc(C(=O)Nc2cccc(OCC(=O)N3CCOCC3)c2)cc(OCC)c1OCC | 0% | 12% | 0.0 | -1% | -3 | -3 | -3% | -16% | -2%

Given with values under each structure: part of the list above
Order of results – Vif-APOBEC3G blk | RGS4 inhibitor | D2 ag | ERG Ets-DNA blk | LDHA block | D2 antagonist | Glioma ERSR ind | Vif-A3F inh | ALOX12 inh
- C/C(Cl)=C\Cn1c(O)c(N=O)c2ccccc21
→ 1% | 2% | 2.7 | 1% | -6 | -36 | 1% | 0% | -21%
- COc1ccc(CN2CCCC(C(=O)c3ccc(SC)cc3)C2)cc1Cn1cccn1 (stereo not drawn)
→ 1% | 10% | 0.6 | 1% | -9 | 33* | -6% | -6% | 0%

More results follow:
SMILES | Vif-APOBEC3G blk | RGS4 inhibitor | D2 ag | ERG Ets-DNA blk | LDHA block | D2 antagonist | Glioma ERSR ind | Vif-A3F inh | ALOX12 inh
O=C(Nc1ccc(OC(F)(F)F)cc1)C1CCCN(S(=O)(=O)c2cccc3nonc23)C1 (stereo not drawn) | 1% | -5% | -0.3 | 5% | -1 | . | -3% | ? | -4%
COC(=O)c1ccc(CSc2nc3ccccc3c(=O)n2CC(C)C)o1 | -11% | 15% | 0.9 | 2% | -4 | -8 | -8% | -13% | 0%
CC1CC1c1ccc(/C=C(\C#N)C(=O)Nc2ccc(Cl)cc2Cl)o1 (stereo not drawn) | -5% | -19% | . | -2% | 1 | . | 0% | 7% | -23%
CC1(C)CC(=O)C2=C(C1)OC(/N=C/N1CCOCC1)=C(C#N)C2c1ccccc1 (stereo not drawn) | 3% | -7% | -0.6 | 1% | -6 | 25 | -3% | -21% | -1%
Cc1occc1C(=O)NC(C)c1ccc2c(c1)OCO2 (stereo not drawn) | 2% | -10% | -0.4 | -2% | 4 | 14 | -6% | -12% | -26%
COc1ccccc1NC(=O)c1ccc(NC(=O)CSc2nncn2C)cc1 | 0% | 20%[11.4 µM] | 2.0 | 7% | -6 | -6 | -5% | 1% | -16%
CCn1ncc(NC(=S)Nc2ccc(OC)c(OC)c2)c1C(N)=O | 0% | ? | -1.6 | -5% | 8 | -47 | -1% | 8% | ?
COc1ccc(NC(=O)Cn2nnc(-c3ccccc3)c2COc2ccc3ccccc3c2)cn1 | -13% | . | . | . | 2 | . | -4% | . | 13%
c1ccc(Cc2nc3ccccc3o2)cc1 | -2% | -28% | 0.3 | -8% | 1 | 1 | 0% | -1% | 2%
COc1ccc(NC(=O)CCCN2C(=O)C(c3ccccc3)Oc3cccnc32)cc1 (stereo not drawn) | 0% | -12% | -1.9 | 13% | -2 | -13 | -6% | 3% | -4%
Cc1c(C(=O)N/N=C/c2ccc(Cl)cc2)[nH]c2ccc(Cl)cc12 | -25% | -12% | 0.3 | 8% | -2 | -3 | 6% | ? | 1%
Cc1cccc(C)c1Nc1c(-c2ccccn2)nc2c(C)cccn12 | -4% | 4% | -0.8 | -17% | 0 | . | -5% | 0% | ?
COc1cc(C(=O)NCCCc2nc3ccccc3n2Cc2cc(C)ccc2C)cc(OC)c1OC | -6% | -4% | -1.6 | 11% | 0 | 16 | -1% | 8% | 9%
COC(=O)C(=Nc1ccccc1)/C(C(=O)C(=O)N(C)c1ccccc1)=C(\O)c1ccc(Cl)cc1 | 0% | 6% | 2.7 | 5% | 1 | 4 | -1% | 1% | ?
O=C(C1CCC1)N1CCN(c2ccnc3cc(Cl)ccc23)CC1 | 0% | 10% | -1.7 | 0% | -7 | 5 | -4% | 9% | 75%[activator]
O=C(c1c(F)cccc1F)N(Cc1ccccc1)Cc1ccccc1 | -8% | -12% | 5.5 | -5% | 1 | 9 | -2% | 9% | -10%
CCCc1cc(=O)[nH]c2nnc(SCC(=O)Nc3ccc(OC)cc3)n12 | 1% | 4% | 0.1 | 3% | -10 | . | -3% | 1% | -2%
COC(=O)[C@@H](NC(=O)NCc1cccs1)C(C)C | 0% | 4% | -0.3 | -9% | -5 | -4 | -4% | -4% | 10%

Some of these compounds in order of their number in ERG Ets-DNA blk, lowest first.
Compound,ERG Ets-DNA blk
Cc1cccc(C)c1Nc1c(-c2ccccn2)nc2c(C)cccn12,-17%
COC(=O)c1ccc(CSc2nc3ccccc3c(=O)n2CC(C)C)o1,2%
O=C(Nc1ccc(OC(F)(F)F)cc1)C1CCCN(S(=O)(=O)c2cccc3nonc23)C1 (stereo not drawn),5%
COc1ccccc1NC(=O)c1ccc(NC(=O)CSc2nncn2C)cc1,7%

A different layout for three compounds above.
COC(=O)c1ccc(CSc2nc3ccccc3c(=O)n2CC(C)C)o1
  Vif-APOBEC3G blk: -11%
  RGS4 inhibitor: 15%
  D2 ag: 0.9
  ERG Ets-DNA blk: 2%
  LDHA block: -4
  D2 antagonist: -8
  Glioma ERSR ind: -8%
  Vif-A3F inh: -13%
  ALOX12 inh: 0%

CC1CC1c1ccc(/C=C(\C#N)C(=O)Nc2ccc(Cl)cc2Cl)o1 (stereo not drawn)
  Vif-APOBEC3G blk: -5%
  RGS4 inhibitor: -19%
  D2 ag: .
  ERG Ets-DNA blk: -2%
  LDHA block: 1
  D2 antagonist: .
  Glioma ERSR ind: 0%
  Vif-A3F inh: 7%
  ALOX12 inh: -23%

CC1(C)CC(=O)C2=C(C1)OC(/N=C/N1CCOCC1)=C(C#N)C2c1ccccc1 (stereo not drawn)
  Vif-APOBEC3G blk: 3%
  RGS4 inhibitor: -7%
  D2 ag: -0.6
  ERG Ets-DNA blk: 1%
  LDHA block: -6
  D2 antagonist: 25
  Glioma ERSR ind: -3%
  Vif-A3F inh: -21%
  ALOX12 inh: -1%

Screens as filed in PubChem.

This is a subset; rates above refer to the full screens.
